# Screens from PubChem BioAssay.
# PAX8 inh HTS: inhibitors of PAX8-driven TPO luciferase reporter, primary screen, RMG-I cells, single concentration. SteadyGlo, 24 h. AID 652154, 2013. 1.2% of 360,000 active. inhibition, % at 12.6 µM;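 active means mean replicate inhibition at least 60% with every replicate also reaching 60%; inconclusive means only one of the two criteria is met; inactive means mean below 60% and not all replicates reaching 60%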;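 further: luciferase light reporting Pax8 driven TPO promoter activity; plate controls were median of neutral control wells for no effect and mitoxantrone controls for full effect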
# Statin myotox sup: suppressors of statin myotoxicity in C2C12 myotubes, primary screen, cell-based, single point, plate reader; rescue of ATP level, % at 7.49 µM; 0.78% of 330,000 active; AID 602340, 2012; C2C12 myotubes + simvastatin, ATP luminescence, 48 h; scaled: DMSO 0, geranylgeraniol control 100;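 active means mean ATP rescue above about 67%, or every replicate alone reaching that limit, limit read from the data, passing the limit was not always enough; inconclusive means no clear call, values can overlap the other calls; inactive means mean under the limit and some replicate under it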;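 further: myotubes were challenged with 10 µM simvastatin during compound exposure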
# LGR2 antag: inhibitors of bursicon-induced LGR2 CRE-luciferase signal, primary screen, cell-based, HEK293, CRE-luciferase reporter, bursicon stimulation. Drosophila bursicon receptor LGR2 (rickets). AID 720647, 2013. bursicon-stimulated, 4 h. 0.35% of 380,000 active. inhibition, % at 9.99 µM;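 active means drop in luminescence signal, shown as inhibition above about 50% in the replicate tests, limit read from the data, passing the limit was not always enough; inconclusive means probably only some replicates passing the limit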;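 further: agonist challenge used bursicon conditioned medium at about half maximal strength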
# GSIS activator: GLuc luminescence reporter in INS-1E cells, primary screen for activators of glucose-dependent secretion of insulin. INS-1E GLuc reporter insulin secretion, 2-3 h. activation, % at 16.6 µM. 0.61% of 370,000 active;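 active means lowest replicate activation of at least 40%, so every replicate reaches that level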;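 further: 0% = median of neutral control wells and 100% = median of IBMX positive control wells; some compounds called inactive have numbers as strong as hits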
# ARNT TACC3 PPI: disruptors of ARNT/TACC3 protein interaction, primary screen, biochemical, AlphaScreen, single concentration | 0.66% of 390,000 active | Transforming acidic coiled-coil-containing protein 3 (Homo sapiens), Q9Y6A5 | AlphaScreen His-ARNT PAS-B/GST-TACC3 binding, luminescence; TACC3 fragment carries E629A point mutation | inhibition, % at 9.99 µM;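 active means mean inhibition of replicates at least 50% and at least half of replicates each reaching 50%; inconclusive means half or more replicates reach 50% but mean below 50%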;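 further: 0% = complete ARNT plus TACC3 wells and 100% = ARNT alone without TACC3; many hits fall short of the cut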
# Cneo AK release: Cryptococcus neoformans cell lysis inducers, primary screen, AK release luminescence, single concentration; C. neoformans lysis, adenylate kinase release luminescence, 4 h; normalised: neutral wells 0, clomiphene wells 100; lysis activity, % at 15 µM; 0.2% of 360,000 active; AID 651654, 2012;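 active means mean lysis activity across replicates of at least 80%, whatever share of replicates individually reach that level; inactive means mean lysis activity below 80%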
#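 Assay system: C. neoformans cells. Amount: yeast cell density of 5 × 10^6 cells/mL. Technique: AK luminescence. Buffer or medium: YPD. Times: static 4 h at 37 °C with compound, 1 h detection. Dosing: single-point compound dose. Read-out: lysis from increased AK signal.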
# PGC1a acetyl inh: inhibitors of PGC1a acetylation signal, primary screen, cell-based, U2OS, AlphaScreen, inhibitor mode; AID 651687, 2012; 0.17% of 350,000 active; AlphaScreen anti-acetyl-lysine; with virally co-expressed GCN5 acetyltransferase; inhibition, % at 15.6 µM;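 active means every replicate shows inhibition of at least 40%; inconclusive means mean inhibition at least 40% but some replicate below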;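 further: 0% = neutral control wells and 100% = positive control wells; some results beyond the cut were filed as inactive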
# PglD DTNB: C. jejuni PglD acetyltransferase inhibitors, primary screen, biochemical, DTNB colorimetric, single point; purified PglD enzyme, DTNB colorimetric CoA detection; 0.098% of 360,000 active; UDP-N-acetylbacillosamine N-acetyltransferase PglD (Campylobacter jejuni); inhibition, % at 12.5 µM; in the data active means inhibition above about 16%, passing the limit was not always enough; inconclusive means no clear call, values can overlap the other calls; further: strong numbers were not always called active
# An asterisk follows results filed as active; ? = inconclusive; · = no result given.
SMILES,PAX8 inh HTS,Statin myotox sup,LGR2 antag,GSIS activator,ARNT TACC3 PPI,Cneo AK release,PGC1a acetyl inh,PglD DTNB
CCc1cccc2c(C(=O)CN3C(=O)N(C)C4(CCCCC4)C3=O)c[nH]c12,53.9,-175.4,-2.5,12.6,2.8,-1.1,6.5,-4.9
Cc1nn(CC(O)c2ccccc2)c(C)c1Br (stereo not given),·,7.1,·,·,19.5,6.1,-2.0,1.0
Fc1ccc(-c2nc3c4ccccc4ccn3c2CC2CCCCC2)cc1,-2.3,-13.5,13.7,4.5,·,-1.4,5.6,4.0
COCCN1CCN(C(=O)c2ccc3nc(Cc4ccccc4F)oc3c2)CC1,-3.5,·,1.3,-9.6,1.8,0.7,·,·
CC(C)NC(=S)Nc1ccc2[nH]c(=O)[nH]c2c1,14.2,·,11.2,16.0,-4.4,·,·,·
CC1NC(=O)c2ccccc2-n2c1nc1ccc(F)cc1c2=O (stereo not given),12.6,2.7,16.1,13.0,·,0.4,·,-1.0
C=CCN(C(=O)CCC(=O)O)C1CC(=O)N(c2ccc(OC)cc2)C1=O (stereo not given),·,7.6,16.8,-2.8,-0.8,-3.9,-1.8,-3.7
C[C@H]1CCC[C@]2(O[C@@H](CCO)C[C@@H](O)[C@@H]2O)O1,-3.2,-1.5,17.9,·,4.3,0.9,-3.4,-2.3
CC(C)NC(=O)N(C)C[C@@H]1Oc2cc(C#C[C@H](C)O)ccc2S(=O)(=O)N([C@H](C)CO)C[C@@H]1C,-17.2,0.2,-2.7,-0.7,-6.5,-0.1,4.8,-1.5
CCC(=O)OCc1c(C(F)(F)F)nn(C)c1Sc1ccc(F)cc1,·,-1.4,·,·,-11.3,2.2,7.1,-8.6
CCN(CC)C1Oc2cc3c(cc2C(c2cc(OC)c(OC)c(OC)c2)C1C)OCO3 (stereo not given),?,-28.1,-33.7,·,-5.2,·,3.7,·
COC(CNC(=O)Cc1c(C)nc2c(-c3ccccc3)c(C)nn2c1C)OC,10.6,·,-1.6,1.1,-5.0,·,·,·
O=C(Nc1cccc(F)c1)c1cccc2c1C(=O)N(C1CCCCC1)C2,-12.0,-5.5,-3.6,7.3,-1.1,-7.9,5.9,5.3
Cc1nn(CCC#N)c2nc(C(F)(F)F)[nH]c(=O)c12,·,-2.6,·,·,-2.7,4.9,·,0.8
Cc1[nH]c2ccccc2c1C(=O)NS(=O)(=O)Nc1ccc(F)cc1,-7.4,·,1.5,-22.1,-1.6,·,0.3,·
O/N=C1\CCCC\C1=C/c1ccccc1,-0.2,·,3.3,-7.4,-1.2,3.2,1.7,7.7
COC(=O)[C@]1(C)N[C@H](CN(C)C(=O)c2ccc(C)cc2)[C@@H]2C(=O)N(Cc3ccccc3)C(=O)[C@@H]21,-5.5,1.7,6.9,18.1,-2.9,0.3,6.8,5.5
CCN1CCN(c2nc(Nc3cccc(OC)c3)nc(N)c2[N+](=O)[O-])CC1,7.0,-40.1,-8.5,14.0,13.3,2.2,-18.7,-7.9
CO[C@@H]1CN(C)C(=O)c2cc(NS(=O)(=O)CC(F)(F)F)ccc2OC[C@H](C)N(Cc2ccccn2)C[C@@H]1C,-3.8,-2.0,-0.8,11.8,26.9,32.8,2.1,2.3
Cc1cccnc1NC1CCCCC1,-11.1,·,-8.4,8.8,-2.5,·,·,·
O=C1CC(c2ccc3c(c2)OCCO3)Oc2ccccc21 (stereo not given),-268.4,7.1,-61.7,16.7,1.4,-0.5,-3.8,-4.6
CCC(=O)Nc1ccc(C(=O)OCc2ccccc2Cl)cc1,·,-5.6,·,·,-10.3,-3.8,-9.9,-1.0
Cc1ccc(-n2nnc3c(=O)n(CC(=O)NCc4ccccc4)cnc32)cc1,·,-34.3,30.8,-1.8,-5.9,-0.9,·,6.3
CC1CCCCC1NC(=O)/C(C#N)=C/c1ccccc1F (stereo not given),13.8,4.2,37.6,-4.7,·,-4.6,4.8,0.4
O=C(Nc1ccccc1Cl)NC1(C(=O)NCc2cccnc2)CCCCC1,-5.8,5.9,9.9,5.4,1.4,2.1,·,-3.1
CCC(C)(C)n1nnnc1C(c1cccs1)N1CCN(c2nc3ccccc3s2)CC1 (stereo not given),·,-20.0,8.3,-11.5,-1.0,2.3,-26.7,-11.7
COc1ccc2c(=O)cc(-c3ccccc3)n(C)c2c1,18.1,-5.4,·,·,·,1.8,-8.7,-7.0
O=C(NCC(c1ccco1)N1CCOCC1)c1c(F)cccc1F (stereo not given),-2.5,2.2,2.3,-6.7,12.6,-0.5,13.5,3.6
CS(=O)(=O)Nc1ccc2c(c1)[C@H]1C[C@@H](CC(=O)NCCN3CCCCC3)O[C@@H](CO)[C@H]1O2,-21.6,8.9,1.7,20.4,-5.5,-2.1,8.5,1.4
CCC(=O)N1CC[C@@H]2[C@H](CO)Nc3ccc(C#Cc4ccccc4F)cc3[C@@H]21,-12.8,5.9,9.9,27.8,1.0,-0.3,-2.8,1.5
O=C(c1sc2cc(F)ccc2c1Cl)N1CCN(c2cccc(Cl)c2)CC1,9.9,·,5.8,-0.1,·,-3.2,·,-6.8
O=C(CS(=O)c1cccc(C(F)(F)F)c1)Nc1ccccc1Cl (stereo not given),0.8,3.2,·,·,-2.8,0.5,0.7,5.0
CCCN1[C@@H]2c3ccc(-c4cccc(C(=O)N(C)C)c4)c(=O)n3C[C@@H]2[C@@H](CO)[C@@H]1C(=O)NCCOC,-14.2,-3.5,-7.6,-4.7,-9.0,0.0,·,-1.1
Cc1ccc(C2=Nc3ccccc3SC(c3cccc([N+](=O)[O-])c3)C2)cc1 (stereo not given),-40.3,8.1,-20.0,11.2,-3.0,-4.0,-19.2,2.4
c1ccc2[nH]c(C3CC3)nc2c1,8.8,·,-5.6,-4.3,1.9,·,·,·
O=[N+]([O-])c1ccc(CN2CCN(c3ccccc3)CC2)o1,-3.5,-0.2,2.9,8.3,-3.9,-3.3,·,2.8
COc1cccc(-c2cc(C(=O)NCCCn3ccnc3)no2)c1,-22.1,7.5,·,·,2.5,0.5,-80.2,10.1
CC1CC(C)(C)NC(=S)N1CC(=O)N(C)Cc1ccccc1 (stereo not given),-22.2,·,2.3,6.1,-11.2,·,·,·
Cc1cc(C)c(CNC(=O)c2cc(C3CC3)nc3c2cnn3C(C)C)c(=O)[nH]1,-3.4,5.1,-2.9,-8.4,·,·,6.9,·
COC(=O)c1ccc(C(=O)OC)c(NC(=O)CCC(=O)O)c1,·,-2.3,-4.4,11.3,-0.3,·,8.3,·
COc1ccc(NC(=O)C2CCN(S(=O)(=O)c3cn(C)nc3C)CC2)cc1,-7.1,1.7,12.8,8.1,-14.2,0.8,10.5,-4.0
c1ccc(Cn2nnc3ccccc32)cc1,-12.2,2.6,2.5,1.3,0.2,-3.4,1.6,-1.7
Cc1cc(/C=C2\SC(=S)N(C)C2=O)c(C)n1-c1ccc(O)cc1,7.1,·,64.2*,9.4,3.1,·,6.5,·
CCCc1ccc(OCc2nc(-c3ccc(NC(=O)c4ccco4)cc3)no2)cc1,·,-14.5,·,·,-18.7,-8.3,10.1,-6.2
CC(C)n1nnnc1SCC(=O)NCc1cccs1,-8.1,-2.7,·,·,-3.1,1.1,-2.3,-3.3

# Only GSIS activator, LGR2 antag and ARNT TACC3 PPI (four entries from above):
SMILES | GSIS activator | LGR2 antag | ARNT TACC3 PPI
CCC(=O)N1CC[C@@H]2[C@H](CO)Nc3ccc(C#Cc4ccccc4F)cc3[C@@H]21 | 27.8 | 9.9 | 1.0
O=C(c1sc2cc(F)ccc2c1Cl)N1CCN(c2cccc(Cl)c2)CC1 | -0.1 | 5.8 | ·
O=C(CS(=O)c1cccc(C(F)(F)F)c1)Nc1ccccc1Cl (stereo not given) | · | · | -2.8
CCCN1[C@@H]2c3ccc(-c4cccc(C(=O)N(C)C)c4)c(=O)n3C[C@@H]2[C@@H](CO)[C@@H]1C(=O)NCCOC | -4.7 | -7.6 | -9.0

# New compounds follow:
SMILES,PAX8 inh HTS,Statin myotox sup,LGR2 antag,GSIS activator,ARNT TACC3 PPI,Cneo AK release,PGC1a acetyl inh,PglD DTNB
O=C(COc1ccc(Br)cc1CNC1CCCC1)Nc1ccccc1,13.2,1.2,22.8,-7.0,1.0,-1.2,-4.6,1.0
COCCNC(=O)CCc1nc(-c2ccccc2)no1,·,12.0,·,·,3.2,0.5,4.1,-1.2
CCN1CCN(c2ccc(S(=O)(=O)N3CCCCC3)cc2N)CC1,-5.7,7.0,5.9,1.8,·,2.4,8.6,·
CNC[C@@H]1OCCCC[C@H](C)Oc2ccc(NC(=O)Nc3ccccc3)cc2C(=O)N([C@H](C)CO)C[C@@H]1C,-17.4,34.5,-12.1,28.2,·,·,-11.7,·
C=CCOc1ccc(/C=C2\SC(=S)N(CCC(=O)O)C2=O)cc1,-18.7,·,-47.7,20.7,4.8,-9.1,-6.1,-15.4
CCOC(=O)c1c(C)[nH]c(C(=O)OCC(=O)NC2(C#N)CCCCC2)c1C,18.2,30.3,8.6,-3.7,5.7,-0.4,-12.0,4.8
Cc1nc2ccccc2n1C(C)c1ccccc1 (stereo not given),27.9,-4.2,17.4,-10.7,-6.2,2.0,·,-2.7
O=S(=O)(c1cccc(-c2csc(N/N=C/c3ccco3)n2)c1)N1CCOCC1,31.2,·,11.8,7.2,9.7,-0.3,-7.0,6.5
Cc1ccc(-n2nnnc2CSc2nnc(-c3ccc(O)cc3)o2)cc1,-5.0,·,-7.7,20.4,-3.1,-0.9,-2.1,-0.1
CCCC(=O)Nc1ccc2c(c1)OC[C@@H](C)N(Cc1ccc(-c3ccccn3)cc1)C[C@H](C)[C@H](OC)CN(C)C2=O,·,49.1,-6.0,-28.1,4.9,45.8,·,7.7
CSc1ccc(CN2CCC2(C)C(=O)NCc2ccc3c(c2)OCO3)cc1 (stereo not given),-1.8,2.7,0.4,-5.8,·,1.0,·,-0.7
O=C(NC(c1ccc(Cl)cc1)c1ccsc1)C1CCN(Cc2ccc(Oc3ccccc3)cc2)CC1 (stereo not given),45.7,0.5,-4.9,·,·,-0.5,-16.1,1.2
Cc1noc(C)c1NC(=O)N(C)C[C@@H]1Oc2ccc(N(C)C)cc2CC(=O)N([C@@H](C)CO)C[C@H]1C,-5.6,-17.4,11.0,-8.3,-5.7,48.7,2.6,-2.6
CN(C)S(=O)(=O)n1cnc([C@@H]2[C@H]3C(=O)OC[C@@H]3C[C@@]23N=CN(Cc2ccccc2)C3=O)c1,-6.8,11.1,-5.0,1.7,2.9,0.1,2.4,5.1
COc1cc(/C=N/N(C)C)ccc1OC(=O)c1cccs1,9.3,5.8,-54.1,-13.6,11.7,-5.5,4.5,-2.8
C/C(=N\Nc1nccnc1Cl)c1ccc(Br)cc1,15.4,-13.4,-19.3,-0.8,15.2,-0.4,·,-7.2
O=C(OCC(=O)N1CCN(c2ccccc2)CC1)c1ncc(Cl)c(Cl)c1Cl,-116.7,-15.6,7.1,3.2,-1.8,·,·,·
O=C(CN1CCc2[nH]c3ccccc3c2C1)N1CCCCC1,·,9.9,·,·,-7.8,-1.3,-6.6,-1.7
